# Screening results: PubChem BioAssay, Broad Institute
# Statin myotox sup: protects C2C12 myotubes from simvastatin toxicity; ATP luminescence, 48 h; scaled: DMSO 0, geranylgeraniol control 100; rescue of ATP level, % at 7.49 µM; 330,000 tested, 0.78% active; AID 602340;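 active = mean ATP rescue above about 67%, or every replicate alone reaching that limit, limit read from the data, passing the limit was not always enough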;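 also: myotubes were challenged with 10 µM simvastatin during compound exposure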
# Cneo AK release: causes C. neoformans cell lysis. adenylate kinase release luminescence, 4 h; normalised: neutral wells 0, clomiphene wells 100. lysis activity, % at 15 µM. 360,000 tested, 0.2% active;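 active = mean lysis activity across replicates of at least 80%, whatever share of replicates individually reach that level; inactive = mean lysis activity below 80%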
#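 Assay system: C. neoformans cells. Amount: yeast cell density of 5 × 10^6 cells/mL. Technique: AK luminescence. Buffer or medium: YPD. Times: static 4 h at 37 °C with compound, 1 h detection. Dosing: single-point compound dose. Read-out: lysis from increased AK signal.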
# PglD inh: blocks C. jejuni PglD acetyltransferase activity | purified PglD enzyme, DTNB colorimetric CoA detection | inhibition, % at 12.5 µM | 360,000 tested, 0.098% active | AID 602405; in the data active = inhibition above about 16%, passing the limit was not always enough; also: strong numbers were not always called active
# LGR2 inh: blocks bursicon-induced cAMP signaling via Drosophila LGR2 | HEK293 LGR2, CRE-luciferase, bursicon-stimulated, 4 h | inhibition, % at 9.99 µM | 380,000 tested, 0.35% active | AID 720647;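 active = drop in luminescence signal, shown as inhibition above about 50% in the replicate tests, limit read from the data, passing the limit was not always enough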;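 also: agonist challenge used bursicon conditioned medium at about half maximal strength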
# ARNT-TACC3 inh: disruptors of human ARNT/TACC3 interaction | Q9Y6A5 | AlphaScreen His-ARNT PAS-B/GST-TACC3 binding, luminescence; TACC3 fragment carries E629A point mutation | inhibition, % at 9.99 µM | 390,000 tested, 0.66% active | AID 623870;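 active = mean inhibition of replicates at least 50% and at least half of replicates each reaching 50%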;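 also: 0% = complete ARNT plus TACC3 wells and 100% = ARNT alone without TACC3; many hits fall short of the cut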
# PGC1a acetyl inh: modulators of PGC1a acetylation. U2OS PGC1a acetylation, AlphaScreen anti-acetyl-lysine; with virally co-expressed GCN5 acetyltransferase. 350,000 tested, 0.17% active. inhibition, % at 15.6 µM;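 active = every replicate shows inhibition of at least 40%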;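 also: 0% = neutral control wells and 100% = positive control wells; some results beyond the cut were filed as inactive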
# INS-1E GSIS act: primary screen for activators of insulin secretion dependent on glucose, INS-1E cells, GLuc reporter luminescence; INS-1E GLuc reporter insulin secretion, 2-3 h; activation, % at 16.6 µM; 370,000 tested, 0.61% active;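 active = lowest replicate activation of at least 40%, so every replicate reaches that level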;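 also: 0% = median of neutral control wells and 100% = median of IBMX positive control wells; some compounds called inactive have numbers as strong as hits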
# PAX8 reporter: lowers PAX8-driven luciferase in RMG-I cells; 360,000 tested, 1.2% active; RMG-I TPO-luciferase reporter, SteadyGlo, 24 h; AID 652154; inhibition, % at 12.6 µM;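 active = mean replicate inhibition at least 60% with every replicate also reaching 60%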;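 also: luciferase light reporting Pax8 driven TPO promoter activity; plate controls were median of neutral control wells for no effect and mitoxantrone controls for full effect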
# * = called active by the depositor; . = not tested or not shown.
(1) COc1ccccc1/C=C/C1=NC(=C\C=C/c2ccccc2)/C(=O)O1
(2) CS(=O)(=O)O/N=C1\CCCCC1c1ccc([N+](=O)[O-])cc1[N+](=O)[O-] (configuration not stated)
(3) CC1(C)CC(=O)c2sc(NC(=O)C3COc4ccccc4O3)nc2C1 (configuration not stated)
(4) C/C=C/c1ccc2c(c1)O[C@H](CN(C)S(=O)(=O)c1ccccc1OC)[C@H](C)CN([C@H](C)CO)S2(=O)=O
(5) COc1cc(OCc2ccccc2)c(OC)c(OCc2ccccc2)c1
(6) Cc1ccc(CN2CCNC(=O)C2CC(=O)NCc2cc(C)n(C)n2)cc1 (configuration not stated)
(7) COc1ccc(N(C)C(=O)c2sc(Cl)nc2C)cc1
(8) O=C(Nc1nnc(-c2cccs2)o1)c1ccc(S(=O)(=O)N2CCOCC2)cc1
(9) CCOC(=O)CC(=O)CSc1nc2c(sc(=S)n2-c2ccc(C)c(C)c2)c(=O)[nH]1
(10) CCOC(=O)N1CCC(=NNC(=O)c2ccc(O)cc2)CC1

screen / no.,1,2,3,4,5,6,7,8,9,10
Statin myotox sup,.,0.2,-9.5,-17.7,-4.7,4.5,-21.8,.,0.1,.
Cneo AK release,.,-1.7,2.9,-0.5,-0.9,1.2,2.5,.,-1.4,3.8
PglD inh,.,-1.4,-1.2,-3.2,-1.7,2.0,3.3,.,0.6,-2.1
LGR2 inh,2.2,0.3,-23.5,12.2,-10.4,0.6,-4.4,1.4,-1.9,7.3
ARNT-TACC3 inh,24.3,14.6,3.8,-5.1,-9.5,1.3,-7.1,44.8*,-0.6,19.9
PGC1a acetyl inh,.,-9.2,-1.4,-3.6,-12.6,5.2,.,.,5.1,.
INS-1E GSIS act,4.5,5.0,-9.5,2.8,.,26.3,-11.8,11.1,-22.2,17.1
PAX8 reporter,-1.5,-3.1,.,13.8,.,.,10.9,-2.8,17.0,-1.8

(11) Cc1noc(C)c1NC(=O)N(C)C[C@H]1Oc2ccc(NC(=O)CCCCCC(=O)Nc3ccccc3N)cc2CC(=O)N([C@@H](C)CO)C[C@H]1C
(12) CC(C)c1ccc(/C=C/C(=O)Nc2ccc(CN3CCOCC3)cc2)cc1
(13) CN1C(=O)c2cc(NC(=O)c3cccs3)ccc2OC[C@H]2O[C@H](CC(=O)NCCN3CCCCC3)CC[C@H]21
(14) COc1ccc(S(=O)(=O)N[C@@H]2CC[C@@H](CCNC(=O)Cc3ccccn3)O[C@@H]2CO)cc1
(15) CCn1c(SCC(=O)c2ccc(Cl)cc2)nnc1-c1ccoc1C
(16) NNC(=O)C1=NOC2COC3(CCN(c4ncccn4)CC3)OCC12 (configuration not stated)
(17) Cc1ccc(C)c(C2=NNC(=NCc3ccccc3)SC2)c1
(18) CO[C@@H]1CN(C)C(=O)c2ccc(NS(=O)(=O)c3cccc(F)c3)cc2OC[C@H](C)N(Cc2cc(F)ccc2F)C[C@H]1C
(19) CC1CCCN(C(=O)CSc2nnc(-c3ccco3)n2C)C1 (configuration not stated)
(20) Clc1cccc(CSc2ccc(-c3ccco3)nn2)c1

screen / no.,11,12,13,14,15,16,17,18,19,20
Statin myotox sup,7.0,.,-11.7,8.0,-8.2,.,6.9,8.0,33.3,.
Cneo AK release,-0.1,0.9,63.5,.,-1.0,.,1.4,-2.6,-3.0,.
PglD inh,-1.6,-1.2,2.8,.,-2.5,.,-2.4,0.3,-5.1,.
LGR2 inh,5.8,0.3,9.5,-0.9,.,20.9,-12.0,-2.6,-7.2,-42.4
ARNT-TACC3 inh,.,.,-21.6,.,-6.4,.,-1.3,17.9,1.1,-12.8
PGC1a acetyl inh,-2.4,14.6,-3.8,.,-9.7,-2.2,3.4,-6.5,-2.6,-2.3
INS-1E GSIS act,2.0,-12.4,1.5,-1.8,.,4.1,17.1,-36.3,15.2,-15.0
PAX8 reporter,5.7,7.5,-23.0,-1.8,8.0,-10.2,-9.8,-2.8,4.0,-91.0

(21) Cc1cc2cc3c(cc2nc1SCC(=O)Nc1c(C)cccc1C)CCC3
(22) OC[C@@H]1CN(Cc2ccc(Cl)cc2)C[C@H](n2cnc3c(NC4CCCC4)ncnc32)O1
(23) COc1cccc(C(=O)O/N=C(\N)c2ccc([N+](=O)[O-])cc2)c1
(24) Cc1cc(C)c(NC(=O)CSc2nc(=O)n(CCN3CCOCC3)c3c2CCC3)c(C)c1
(25) CCN(C[C@H]1N[C@@](C)(C(=O)OC)[C@H]2C(=O)N(Cc3ccccc3)C(=O)[C@@H]12)C(=O)Nc1ccc(F)cc1
(26) COc1cc(NC(=O)c2cc(-c3cccs3)on2)cc(OC)c1OC
(27) Cc1ccc(S(=O)(=O)Nc2ccc3c(c2)C(=O)N([C@H](C)CO)C[C@@H](C)[C@H](CN(C)S(=O)(=O)c2ccc(C)cc2)OCCCC[C@@H](C)O3)cc1
(28) CCOc1ccc(Cc2nc(C)c(CC(=O)N3CCCCC3)c(=O)[nH]2)cc1
(29) O=C(CN(Cc1ccc(F)cc1)C(=O)c1csnn1)NCc1ccccc1
(30) N#Cc1cccc(NC(=O)c2cc(C3CCCCN3S(=O)(=O)c3cccc4cccnc34)on2)c1 (configuration not stated)

screen / no.,21,22,23,24,25,26,27,28,29,30
Statin myotox sup,0.7,29.7,-3.6,5.7,14.0,13.1,.,.,13.2,-4.3
Cneo AK release,-2.6,0.0,10.7,3.7,-1.9,1.9,-0.3,-1.3,6.0,-0.3
PglD inh,-6.1,-1.0,1.0,-6.9,-4.4,1.0,1.2,7.5,-1.2,3.3
LGR2 inh,0.7,14.6,.,7.5,-9.7,15.2,6.9,.,4.9,-40.6
ARNT-TACC3 inh,-2.5,.,1.2,0.0,-1.2,-19.4,.,5.6,-2.5,.
PGC1a acetyl inh,-1.5,.,.,4.1,.,0.7,-21.0,-1.9,.,-0.8
INS-1E GSIS act,14.4,.,.,-3.7,-19.5,4.5,2.6,.,-6.6,-2.9
PAX8 reporter,.,21.4,.,6.9,15.1,.,71.3*,.,-8.9,-30.9

# Reprinted from the part before: 4 compounds, then new ones.
(27) Cc1ccc(S(=O)(=O)Nc2ccc3c(c2)C(=O)N([C@H](C)CO)C[C@@H](C)[C@H](CN(C)S(=O)(=O)c2ccc(C)cc2)OCCCC[C@@H](C)O3)cc1
(28) CCOc1ccc(Cc2nc(C)c(CC(=O)N3CCCCC3)c(=O)[nH]2)cc1
(29) O=C(CN(Cc1ccc(F)cc1)C(=O)c1csnn1)NCc1ccccc1
(30) N#Cc1cccc(NC(=O)c2cc(C3CCCCN3S(=O)(=O)c3cccc4cccnc34)on2)c1 (configuration not stated)
(31) O=C(N/N=C/c1cn(CC(=O)N2CCOCC2)c2ccccc12)c1cccnc1
(32) CCN(CC)C(=O)CSc1nnc(SC(C)C(=O)NC2CC2)s1 (configuration not stated)
(33) CCOC(=O)C(=O)N1c2ccccc2C(N(C(=O)C(=O)OCC)c2ccccc2)CC1C (configuration not stated)
(34) S=c1[nH]nc(-c2cc(-c3ccccn3)nc3ccccc23)o1
(35) CCc1ccc(/C=N/NC(=O)c2nnn(-c3nonc3N)c2C(C)C)cc1
(36) CCCC1O[C@@H]2CC3C4CCC5=CC(=O)C=C[C@]5(C)C4C(OC(C)=O)C[C@]3(C)[C@]2(C(=O)COC(C)=O)O1 (some centres not stated)
(37) COc1ccc(CNC(=O)C(C)NC(=O)c2cc3ccccc3o2)cc1 (configuration not stated)
(38) COc1ccc(C(CC(=O)O)c2ccc3c(c2)OCO3)cc1 (configuration not stated)
(39) CCOC(=O)N1CCN(C(=O)c2ccc(C)c(S(=O)(=O)Nc3cccc(C)c3C)c2)CC1
(40) Cc1ccc(NC(=O)Nc2cnccn2)cc1

screen / no.,27,28,29,30,31,32,33,34,35,36,37,38,39,40
Statin myotox sup,.,.,13.2,-4.3,2.2,6.1,5.8,.,54.7,.,-6.5,5.7,2.9,.
Cneo AK release,-0.3,-1.3,6.0,-0.3,.,-1.0,-0.1,.,1.4,-2.8,18.6,2.1,-0.9,-0.7
PglD inh,1.2,7.5,-1.2,3.3,.,-1.9,-1.8,.,-5.1,3.2,-4.6,-1.9,-1.0,3.4
LGR2 inh,6.9,.,4.9,-40.6,-1.3,16.2,-3.0,9.7,-9.1,.,-8.3,2.4,7.2,-24.0
ARNT-TACC3 inh,.,5.6,-2.5,.,-2.7,-64.2,-2.9,9.8,-4.7,0.8,2.0,2.6,-13.3,-0.6
PGC1a acetyl inh,-21.0,-1.9,.,-0.8,-8.1,5.0,.,0.4,-2.1,-3.6,-18.7,18.2,-8.5,-15.0
INS-1E GSIS act,2.6,.,-6.6,-2.9,0.6,-1.1,-9.1,-13.6,.,.,-0.4,-7.8,-29.9,0.7
PAX8 reporter,71.3*,.,-8.9,-30.9,-27.4,-5.9,0.2,3.1,-5.3,.,.,-19.3,.,-98.9

(41) Cc1csc(SCC(=O)Nc2ccc(C)c(F)c2)n1
(42) CNC(=O)CSc1nnc(-c2ccccc2F)n1CCc1ccccc1
(43) O=C(C(Cc1ccccc1)n1cccc1)N1CCN(C2CCCCC2)CC1 (configuration not stated)
(44) COc1cc(C(=O)OCC(=O)NC23CC4CC(CC(C4)C2)C3)cc(OC)c1OC
(45) Cc1ccc(S(=O)(=O)Nc2ccc3c(c2)C(=O)N([C@H](C)CO)C[C@H](C)[C@H](CN(C)C(=O)Nc2ccc4c(c2)OCO4)O3)cc1
(46) COc1cccc(-c2ccc3c(c2)[C@H]2[C@H](CCN2C(=O)C2CCOCC2)[C@H](CO)N3)c1
(47) CCCC12CN3CC(C)(CN(C1)C3c1cccs1)C2=O (configuration not stated)
(48) COc1ccc(-n2cnnc2SCC(=O)N2CCN(c3ccccc3)CC2)cc1
(49) Cc1ccc2oc(C(=O)N(C)CCC(O)c3ccccc3)c(C)c2c1 (configuration not stated)
(50) CCN(C(=O)COC(=O)/C=C/c1cccc([N+](=O)[O-])c1)c1ccccc1

screen / no.,41,42,43,44,45,46,47,48,49,50
Statin myotox sup,-1.3,-7.9,-0.5,-7.3,11.1,2.7,.,.,-0.7,.
Cneo AK release,2.8,1.9,0.0,-0.4,.,-5.6,-1.0,2.3,-4.8,.
PglD inh,0.7,0.9,-2.2,0.5,.,-0.5,-4.5,1.0,3.6,.
LGR2 inh,-28.7,-6.0,-26.8,11.9,0.5,-17.4,10.8,.,-48.6,-2.2
ARNT-TACC3 inh,3.9,-0.5,9.2,2.0,.,2.6,.,2.0,-3.9,0.2
PGC1a acetyl inh,.,1.3,-15.2,.,-9.2,-11.7,-14.3,0.6,4.7,-9.9
INS-1E GSIS act,-2.6,-11.8,-2.8,-29.2,1.0,35.3,0.1,.,-8.1,-5.8
PAX8 reporter,-8.8,-8.8,10.1,-3.5,-14.0,2.0,-28.0,.,-18.6,9.3

(51) CCOC(=O)C1CCCN(S(=O)(=O)c2ccc(S(=O)(=O)N(CC)CC)cc2)C1 (configuration not stated)
(52) O=C(COC(=O)COc1ccccc1F)NCc1ccco1
(53) COc1cc(NC(=S)N2CCN(S(=O)(=O)c3ccccc3)CC2)cc(OC)c1
(54) O=C(CNC(=O)C1CCCCC1)OCC(=O)c1ccc(F)cc1

screen / no.,51,52,53,54
Statin myotox sup,.,3.7,-11.6,-1.7
Cneo AK release,.,-1.0,-3.7,2.2
PglD inh,.,-0.8,-2.4,4.9
LGR2 inh,19.4,-6.2,-0.3,-2.7
ARNT-TACC3 inh,-4.8,-10.8,-3.1,5.6
PGC1a acetyl inh,-4.4,.,.,24.4
INS-1E GSIS act,-14.0,5.6,-2.2,-11.7
PAX8 reporter,26.6,.,0.0,-0.4
